Bioassay records: PubChem BioAssay, National Center for Advancing Translational Sciences (NCATS)
HT1080NT lethal = kills 2HG-producing HT-1080-NT fibrosarcoma cells; AID 686970; Potency, µM (top dose mostly 46.1 µM), inactives show at the top dose activity, negative = less viability, hits mostly cytotoxic; 360,000 compounds, 1.6% hits; HT-1080-NT fibrosarcoma viability, CellTiter-Glo ATP luminescence, 48 h;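 note: NT is the 2HG producing partner of a matched IDH1 knockdown line; potency is the fitted concentration of half-maximal effect; 0% = DMSO-treated cells and -100% = media-only wells without cells; nearly all actives have a fitted effect of over 55% in size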
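HT-1080-NT; 750 cells/well; 5% FBS RPMI; 48 h compound, 37 degrees C; CellTiter-Glo luminescence; curve fitting and curve-class assignment.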
IL-1B inflam inh = inhibitors of inflammasome signaling (IL-1 beta secretion). THP-1 LPS/ATP IL-1B secretion, AlphaLISA, 16 h; stronger effect = lower value. activity change, % at 57.5 µM. 360,000 compounds, 4.7% hits. AID 743279; in the data active = activity change below about -50%; inconclusive = mostly about -30% to -49%; note: % is set by controls: 0 for no effect and ±100 for the full control effect
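Secreted IL-1B measured by AlphaLISA bead assay after 16 h compound exposure of THP-1 cells; compounds (final up to 57.5 uM) added 1 h before LPS (250 ng/mL) and ATP (1.25 mM) stimulation; lower signal means less secretion.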
KB-3-1 tox = KB-3-1 parental cell cytotoxicity | KB-3-1 viability, CellTiter-Glo ATP luminescence, 72 h | Potency, µM (doses to about 46.1 µM), without a hit: at the top dose activity change, negative = cytotoxic, most hits filed as cytotoxic | 400,000 compounds, 1.4% hits; note: potency is the fitted concentration of half-maximal effect; % is set by controls: 0 for no effect and ±100 for the full control effect; nearly all actives have a fitted effect of over 60% in size
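Here the drug-naive KB-3-1 line serves as comparator for MDR sub-line selectivity; cells received compound titrations, 72 h at 37 °C, then CellTiter-Glo readout.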
SW480 rereplic = induces DNA re-replication in SW480 colon adenocarcinoma cells | AID 624297 | SW480 DNA re-replication, Hoechst DNA content imaging, 48 h | Potency, µM (series often up to 46.1 µM), for inactives: top-dose re-replication activation, actives largely listed as activators | 340,000 compounds, 1.8% hits; note: potency is the fitted concentration of half-maximal effect; % of control where 0% means no effect; nearly all actives have a fitted effect of over 55% in size
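Image-based read-out: total Hoechst fluorescence of nuclei (405 nm excitation, 500-530 nm emission), with hits raising the fraction of high-intensity nuclei. SW480 colon cells incubated 48 hr with compounds at 37 C.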
HT1080 IDH1KD tx = toxicity to HT-1080 IDH1 knockdown cells (counter line); HT-1080 IDH1 knockdown viability, ATP luminescence, 48 h; AID 686971; 360,000 compounds, 2% hits; Potency, µM (highest dose often 46.1 µM), without a hit: at the highest dose activity, negative = toxicity, hits mostly cytotoxic;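 note: potency is the fitted concentration of half-maximal effect; 0% = DMSO wells and -100% = cell-free medium wells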
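CellTiter-Glo luminescence after 48 h compound exposure at 37 degrees C of IDH1-knockdown HT-1080 cells in 5% FBS RPMI. %Activity scaled between DMSO wells and cell-free media wells, with curves fitted and assigned curve classes.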
HepG2 viability = counter-screen for TGF-b inhibitors: cytotoxicity in HepG2 cells; HepG2 CAGA-GFP viability, ATP luminescence, 18 h; Potency, µM (top dose mostly 46.1 µM), for the others: at the top dose activity change, negative = cytotoxicity, hits mostly cytotoxic; 410,000 compounds, 0.76% hits; AID 588856; note: potency is the fitted concentration of half-maximal effect; some results filed as inactive show a strong effect at the top dose
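HepG2 CAGA-GFP cells (1000/well, DMEM with 1% FBS) received compound, then TGF-beta at 500 pg/mL final, and were incubated 18 hours at 37 degrees C. Viability was read by CellTiter-Glo luminescence. Media-only wells were set as complete cell-killing and DMSO as no toxicity.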
MCF10A rerep = inducers of DNA re-replication in MCF 10A breast cells; AID 624296; Potency, µM (series often up to 46.1 µM), for the others: top-dose activity, positive = re-replication, actives largely listed as activators; MCF 10A DNA re-replication, Hoechst nuclear intensity, 48 h; 350,000 compounds, 2.9% hits; note: potency is the fitted concentration of half-maximal effect; % of control where 0% means no effect; nearly all actives have a fitted effect of over 50% in size
ATXN viability = reduces viability in counter-screen for ATXN expression inhibitors | 400,000 compounds, 0.49% hits | S2 cells (HEK-293 line with an ATXN2-luciferase reporter) viability, CellTiter-Fluor protease fluorescence, 24 h | AID 651635 | Potency, µM (titrated, usually from 56.7 µM), most hits filed as cytotoxic; note: potency is the fitted concentration of half-maximal effect; nearly all actives have a fitted effect of over 40% in size
ATXN2 expr inh = inhibitors of ATXN2 expression; Potency, µM (series often up to 57 µM), inactives show at the highest dose activity change, negative = inhibition, usual class: inhibitors; 360,000 compounds, 0.72% hits; HEK-293 ATXN2-luciferase reporter, luminescence, 24 h; AID 1745845; note: potency is the fitted concentration of half-maximal effect; % is set by controls: 0 for no effect and ±100 for the full control effect; nearly all actives have a fitted effect of over 55% in size
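ATXN2-luciferase reporter cells (luciferase flanked by upstream and downstream ATXN2 gene portions) were treated 24 h at 37 °C with compounds at up to 57 uM. SteadyGlo luminescence gave expression; GF-AFC fluorescence gave viability.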
Starred values were filed as active, the others as inactive; i = inactive; ? = inconclusive; · = no result given; & = joins results of further samples; [ ] = dose if it differs, or a comment. Unless noted, calls come from the whole dose curve; as a rule, active = well fitted curve in the direction sought with a large enough effect; inconclusive = small, poorly fitted or top-dose-only effect, or another doubt; inactive = no such curve, though single readings can be large; an effect the other way counts as inactive or inconclusive.

item	canonical_smiles	KB-3-1 tox	SW480 rereplic	HT1080NT lethal	IL-1B inflam inh	ATXN2 expr inh	HT1080 IDH1KD tx	ATXN viability	HepG2 viability	MCF10A rerep
1	O=C(Nc1ccc2c(c1)OCO2)C(c1ccccc1)N1CCN(C(=O)c2ccco2)CC1 (configuration not stated)	0%	-10%[9.22 µM]	7%	-10	7%	19%	i	3%	-3%
2	O=C(CCN1C(=O)C2CCCCC2C1=O)Nc1ccc(F)c(F)c1F (configuration not stated)	1%	-20%	5%	16	1%	18%	i	0%	-44%[inhibitor]
3	COC1C(O)C(O)C(O)C(O)C1O (configuration not stated)	0%	-3%	4%	7	4%	10%	i	3%	-52%[inhibitor]
4	COC(=O)C(CCSC)NC(=O)C12CC3CC(CC(C3)C1)C2 (configuration not stated)	3%	-3%	12%	30	-9%	6%	i	0%	5%
5	CCOc1ccc(CN2CCN(S(=O)(=O)c3ccc(NC(C)=O)cc3)CC2)cc1	?	-1%	-11%	-17	-13%	-30%	i	-15%	?
6	NC(=O)CN1C(=O)C2(SCC(=O)N2c2cccc(F)c2)c2ccccc21 (configuration not stated)	8%	·	·	·	11%	·	i	-2%	·
7	COc1cc(-c2n[nH]c(=S)n2-c2ccc(Br)cc2)cc(OC)c1OC	10%	-4%	-4%	12	-2%	-4%	i	1%	4%
8	COc1ccc(-c2cc(-c3ccc(Cl)cc3)n[nH]2)c(O)c1	-9%	26%	-4%	?	102%[activator]	3%	i	-49%	24%
9	O=C(/C=C/c1cccc(Cl)c1)OCC(=O)c1ccc[nH]1	0%	·	19%	12	·	19%	·	3%	·
10	O=C(CCS(=O)(=O)c1ccc2c(c1)NC(=O)CO2)Nc1cccc(C(F)(F)F)c1	?	·	·	·	6%	·	i	2%	·
11	C/C(=N\NC(=O)c1cccc(S(=O)(=O)N2CCOCC2)c1)c1cc2ccccc2o1	0%	-4%	1%	7	·	1%	i	6%	1%
12	O=C1C2ON(c3ccc(Cl)cc3)C(c3ccco3)C2C(=O)N1c1ccccc1 (configuration not stated)	-3%	13%	-4%	13	·	2%	i	6%	-5%
13	CCC(C)NC(=O)CNC(=S)N(Cc1ccc(F)cc1)C1CCCCC1 (configuration not stated)	3%	-4%	14%	7	8%	22%	i	3%	1%
14	CCCN1C2CCCC1CC(NC(=S)NCCCOCC)C2 (configuration not stated)	3%	-11%	13%	11	4%[11.3 µM]	10%	i	1%	-1%
15	CC(=O)N1c2ccc(S(=O)(=O)N(C)CC(=O)N(C)Cc3ccccc3)cc2CC1C (configuration not stated)	?	-1%	12%	-5	2%	0%	i	2%	10%
16	C[C@H](CO)N1C[C@H](C)[C@@H](CN(C)C(=O)Nc2ccc3c(c2)OCO3)Oc2c(cccc2N(C)C)C1=O	-2%	?	-1%	-15	14%	0%	i	-11%	?
17	CC(C)(C)c1ccc(OCC(O)CN2CCN(c3ccccn3)CC2)cc1 (configuration not stated)	-1%	-2%	3%	-3	·	-2%	i	2%	-6%
18	COc1cccc(-c2ncc3ccccc3c2COC(=O)c2ccco2)c1	0%	10%	-3%	34	-8%	-4%	i	-6%	3%
19	COc1cc(C2CC(=O)c3cnc(N)nc3C2)cc(OC)c1OC (configuration not stated)	36%	-7%	4%	13	6%	1%	i	7%	-6%
20	O=C(CN1C(=O)C2(OCCO2)c2ccccc21)c1ccc(Cl)cc1	2%	0%	-1%	3	3%	-2%	i	-3%	13%
21	NC(=O)CC12CC3CC(C1)CC(CC(N)=O)(C3)C2	10%	-10%	8%	-1	-5%	5%	i	1%	-6%
22	CCOc1ncccc1C(=O)OCc1ccc(C#N)cc1	19%	-4%	25%	5	16%	4%	?	-3%	2%
23	Cc1ccc(-c2cnc3cccnn23)cc1F	0%	·	-2%	11	55%[activator]	0%	i	-2%	·
24	COc1cc(NC(=O)Cn2cnc3c(nc4n3CCCCC4)c2=O)cc(OC)c1OC	5%	2%	4%	35	12%	-5%	i	3%	1%
25	CCN(CC)C(=O)[C@H]1CC(CC(=O)NCc2ccco2)C(=O)N2CCc3c([nH]c4ccccc34)[C@]12C (some centres not stated)	0%	0%	2%	7	-2%	1%	i	-11%	2%
26	CC(=O)c1ccccc1C(=O)N1CCCC(N2CCN(Cc3ccc4c(c3)OCO4)CC2)C1 (configuration not stated)	0%	-3%	0%	4	0%	14%	i	-11%	3%
27	COc1ccc(NC(=O)CN2C(=O)/C(=C3\SC(=S)N(CCC(=O)O)C3=O)c3ccccc32)cc1	-18%	11%	?	-20	3%	-8%	i	-1%	-2%
28	COC(=O)CCNC(=O)CCc1ccc(S(=O)(=O)N2CCCCCC2)cc1	-1%	-24%	-3%	21	-8%	0%	i	3%	?
29	CCOc1cc(Br)ccc1S(=O)(=O)N1CCC(C(N)=O)CC1	-1%	-2%	-2%	7	2%	1%	i	-29%	1%
30	Cc1c(NN=C(C#N)C#N)c(=O)n(-c2ccccc2)n1C	2%	-7%	3%	-61*	-17%[11.3 µM]	-2%	i	6%	-3%
31	CCN1CCN(Cc2c(O)ccc3c(=O)c(Oc4ccccc4C(C)C)c(C(F)(F)F)oc23)CC1	2%	·	·	·	3%	·	i	-20%	·
32	Cc1onc(-c2ccccc2Cl)c1C(=O)NCc1ccc(S(N)(=O)=O)cc1	14%	-3%	8%	9	4%	10%	i	0%	5%
33	FC(F)(F)c1ccnc(NCc2ccc(Cl)cc2)n1	-1%	-1%	-9%	-55*	-5%	-3%	i	-22%	14%
34	COc1ccc2oc(C(=O)OCC(=O)NC(=O)c3ccccc3)c(C)c2c1	11%	-3%	16%	28	3%	0%	i	10%	6%
35	CCCNC(=O)c1ccc(N2CCC3(CC2)CC(c2ccccc2)=NO3)c([N+](=O)[O-])c1	?	3%	-21%	?	-20%	6%	?	-19%	2%
36	CN(CCC#N)S(=O)(=O)c1cc2c3c(c1)CCN3C(=O)CC2	1%	-7%	8%	11	·	4%	i	-5%	4%
37	CCOc1cc(C2NC(=O)NC(c3ccccc3)=C2C(=O)c2ccccc2)c(Br)cc1OCC(=O)O (configuration not stated)	-13%	?	11%	1	3%	7%	i	1%	-14%
38	CC(=O)C(=Cc1cccc(C#N)c1)C(=O)c1ccccc1	?	·	?	-118*	?	?	i	-44%	·
39	Cc1cccc(NC(=O)c2c(C)oc3ncn(CC(C)C)c(=O)c23)n1	2%	·	·	·	4%	·	i	-3%	·
40	CCc1ccccc1NC(=O)c1ccc2c(c1)CCN2S(C)(=O)=O	5%&-4%	0%	1%	18	17%&-4%	-9%	?	-6%&-3%	-2%
41	Cc1cc(C(=O)CCl)c(C)n1-c1cccc(S(=O)(=O)N2CCOCC2)c1	-13%	16%	23µM*	-102*	-18%[11.3 µM]	?	·	-109%	?
42	COC(=O)c1cc(CNC(=O)Cc2ccsc2)ccc1OC	13%	-2%	7%	20	25%	2%	i	15%	4%
43	CCCCCCn1c(SCCCC)nc2c1c(=O)[nH]c(=O)n2C	-4%	0%	2%	3	0%	-4%	i	3%	5%
44	C#CC(CC)(CC)NC(=S)Nc1ccc(S(N)(=O)=O)cc1	4%	-2%	-1%	14	37%	-4%	i	-28%	4%
45	COC(=O)C[C@H]1C[C@H]2c3cc(NS(=O)(=O)c4cccc(OC)c4)ccc3O[C@H]2[C@@H](CO)O1	0%	·	8%	16	10%	4%	i	-9%	·
46	O=C(O)C1CC=CCC1C(=O)Nc1ccc(F)c(F)c1 (configuration not stated)	6%	-2%[9.22 µM]	15%	11	1%	5%	i	1%	5%
47	CC(C)OP(=O)(OC(C)C)C1(O)C(=O)Nc2ccc(Br)cc21 (configuration not stated)	6%	-1%	0%	24	-2%	-1%	i	-7%	6%
48	CN(C)c1ccc(CNC(=O)C2CCCN(S(=O)(=O)c3ccc4c(c3)oc(=O)n4C)C2)cc1 (configuration not stated)	13%	·	·	·	-1%	·	i	-1%	·
49	COc1ccc(-c2c(-c3ccc(OCC(=O)NN)cc3O)n[nH]c2C)cc1OC	12%	-4%	-7%	-5	15%	-25%	i	-4%	17%
50	CCCN1C(=O)c2ccc(C(=O)NC3=NCCS3)cc2C1=O	-1%	9%	-4%	-12	1%	-4%	i	-7%	-6%
51	Cc1c(C(=O)O)c(=O)n(-c2ccccc2)n1-c1ccccc1	-11%	-8%	0%	36	·	-1%	i	-5%	19%
52	CCOc1ccc(C(C)NC(=O)Cc2ccccc2)cc1OCC (configuration not stated)	?	15µM*	20%	16	2%	13%	i	-8%	-6%
53	COc1ccc(N2CC(C(=O)Nc3ccccc3C(=O)NC3CC3)CC2=O)cc1 (configuration not stated)	7%	-92%[inhibitor]	6%	21	6%	0%	i	10%	0%
54	COc1ccc(-c2nc(N)c(C#N)c(-c3cccnc3)c2C)cc1	3%	?	5%	-20	·	0%	i	2%	-12%
55	Cc1cc(S(=O)(=O)Nc2ccc(N3CCOCC3)cc2)ccc1Br	-4%	8%	6%	-5	1%	-19%	i	5%	25%
56	CC1=NN(C(N)=S)C(=O)C1N=Nc1ccccc1O (configuration not stated)	14%	20%	-1%	25	·	-3%	i	-1%	-3%

Only HepG2 viability and SW480 rereplic (two entries from above):
No.	compound	HepG2 viability	SW480 rereplic
39	Cc1cccc(NC(=O)c2c(C)oc3ncn(CC(C)C)c(=O)c23)n1	-3%	·
38	CC(=O)C(=Cc1cccc(C#N)c1)C(=O)c1ccccc1	-44%	·
